Screens as filed in PubChem BioAssay.
Tcruzi prolif = blocks T. cruzi growth in NIH3T3 culture. T. cruzi beta-gal in NIH3T3, GalScreen luminescence, 90 h. inhibition, % at 8.34 µM. hit rate 5.9% among 77,000. AID 624255;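 active means mean inhibition above about 93%, with at least 55% of replicates each passing it, limit read from the data, passing the limit was not always enough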
C diff HTS = inhibitors of Clostridium difficile growth; Clostridium difficile clinical isolate growth, OD600, 24 h; active compounds read low; growth activity, negative = inhibition, % at 16 µg/mL (by protocol); hit rate 0.25% among 86,000;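 active means mean growth activity at or below -80% and every replicate also at or below -80%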;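 further: 0% = DMSO wells and -100% = levofloxacin 16 µg/mL wells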
KDM4C inh = inhibitors of human demethylase GASC-1 KDM4C. hit rate 0.15% among 96,000. GST-KDM4C 2-372, H3K9me3 peptide, LANCE TR-FRET. inhibition, % at 12.5 µM. Q9H3R0;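 active means mean replicate inhibition above about 25%, with at least 55% of replicates also reaching it, limit read from the data, passing the limit was not always enough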
Target sequence (Q9H3R0 2-372 limits assumed): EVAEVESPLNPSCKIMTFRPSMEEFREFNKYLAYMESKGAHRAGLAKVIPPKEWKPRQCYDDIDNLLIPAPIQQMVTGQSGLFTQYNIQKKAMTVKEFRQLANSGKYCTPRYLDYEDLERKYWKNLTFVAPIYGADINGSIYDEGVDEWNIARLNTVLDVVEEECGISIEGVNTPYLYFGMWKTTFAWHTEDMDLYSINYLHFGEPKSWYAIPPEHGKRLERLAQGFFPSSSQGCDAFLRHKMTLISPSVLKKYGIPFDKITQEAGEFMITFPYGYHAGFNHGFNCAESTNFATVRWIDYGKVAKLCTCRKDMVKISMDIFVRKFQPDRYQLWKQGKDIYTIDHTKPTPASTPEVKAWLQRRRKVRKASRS
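material = GST-tagged GASC-1 (JMJD2C) catalytic fragment, aa 2-372 | amount = enzyme final amount 10 nM | medium = HEPES buffer, pH 7.5, plus ascorbate | also added = H3K9me3 peptide substrate, Fe(II), 2-oxoglutarate | dosing = single dose | times = 30 min demethylation and 1 h detection at room temperature | detection = LANCE TR-FRET | read-out basis = Fall in 671/618 emission ratio as inhibition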
Pf Dd2 inh = blocks growth of Plasmodium falciparum Dd2 parasites | P. falciparum Dd2 growth, SYBR Green, 72 h; active compounds read low | activity change, % at 10 µM | hit rate 2.3% among 94,000; in the data active means activity change below about -80%
Active calls of the source: *; · = no result given; & = joins results of further samples.

Start of the listing, in advance, 2 compounds:
entry | Structure | Tcruzi prolif | C diff HTS | Pf Dd2 inh | KDM4C inh
1 | CN(C)C(=O)c1cccc(-c2ccccc2[C@H]2[C@@H](C#N)N(C(=O)C3CCCC3)[C@H]2CO)c1 | · | 34 | -27 | -0.3
2 | COC(=O)C[C@H]1CC[C@@H]2[C@H](COC[C@@H](O)CN2S(=O)(=O)c2cn(C)cn2)O1 | 5 | -5&-7 | 8 | 0.5

All compounds of this part, from the first entry:
entry | Structure | Tcruzi prolif | C diff HTS | Pf Dd2 inh | KDM4C inh
1 | CN(C)C(=O)c1cccc(-c2ccccc2[C@H]2[C@@H](C#N)N(C(=O)C3CCCC3)[C@H]2CO)c1 | · | 34 | -27 | -0.3
2 | COC(=O)C[C@H]1CC[C@@H]2[C@H](COC[C@@H](O)CN2S(=O)(=O)c2cn(C)cn2)O1 | 5 | -5&-7 | 8 | 0.5
3 | CCS(=O)(=O)N1CCC2(CC1)CN(S(=O)(=O)c1ccc(C)cc1)[C@@H](CO)c1[nH]c3cc(OC)ccc3c12 | · | 0 | -90* | -3.6
4 | C[C@@H]1CN([C@H](C)CO)C(=O)c2cc(-c3cccc(C#N)c3)cnc2O[C@@H]1CN(C)C(=O)C1CCCCC1 | 56 | 2 | 6 | 2.1
5 | C[C@@H]1CN([C@H](C)CO)S(=O)(=O)c2ccc(-c3ccc(F)cc3)cc2O[C@@H]1CN(C)C(=O)c1ccccc1F | 94 | -8 | -25 | 0.5
6 | CC(=O)N(C)C[C@H]1Oc2cc(-c3cncnc3)ccc2S(=O)(=O)N([C@H](C)CO)C[C@H]1C | -9 | 2 | 32 | 1.4
7 | C[C@@H]1CN([C@H](C)CO)S(=O)(=O)c2ccc(/C=C/c3ccccc3)cc2O[C@H]1CN(C)Cc1cncnc1 | 107* | -2 | -67 | -2.7
8 | C[C@@H]1CN([C@@H](C)CO)C(=O)c2cccc(NC(=O)c3nc4ccccc4s3)c2O[C@@H]1CN(C)Cc1ccc(C(=O)O)cc1 | 40 | -4 | -23 | -0.7
9 | C[C@@H]1CN([C@H](C)CO)C(=O)c2cc(-c3cccc(F)c3)cnc2O[C@@H]1CN(C)C(=O)C1CC1 | 15 | · | 17 | -0.6
10 | CO[C@H](CN(C)S(=O)(=O)c1ccc(C)cc1)[C@H](C)CN(C(=O)Nc1ccccc1F)[C@@H](C)CO | 19 | · | -2 | -0.3
11 | COc1ccc(S(=O)(=O)N(C)C[C@H]2Oc3c(NC(=O)c4cnccn4)cccc3C(=O)N([C@@H](C)CO)C[C@H]2C)cc1 | 32 | · | -58 | -1.7
12 | Cc1noc(C)c1S(=O)(=O)Nc1ccc2c(c1)C(=O)N([C@H](C)CO)C[C@H](C)[C@@H](CN(C)Cc1ccc3c(c1)OCO3)OCCCC[C@@H](C)O2 | 42 | 10 | -24 | -0.9
13 | C[C@H]1CN([C@@H](C)CO)C(=O)c2cccc(NC(=O)c3ccncc3)c2O[C@H]1CN(C)S(=O)(=O)c1ccc(F)cc1 | 29 | -1 | -7 | 0.7
14 | COC(=O)C[C@H]1CC[C@H](NS(=O)(=O)c2ccc(OC)cc2)[C@H](CO)O1 | -27 | · | 12 | 1.6
15 | CN(C)CC(=O)N1CCCCN2[C@H](CO)[C@@H](c3ccc(-c4cccnc4)cc3)[C@H]2C1 | 57 | 6 | -66 | -0.6
16 | COc1cccc(C(=O)N2C[C@H]3[C@@H](c4ccccc42)[C@@H](CO)N3Cc2ccccc2Cl)c1 | 55 | -2 | 10 | -1.1
17 | O=C(Cc1ccccn1)N[C@H]1CC[C@@H](CCn2cc(-c3ccccc3)nn2)O[C@H]1CO | 48 | · | -4 | -1.4
18 | CCCN1[C@@H]2c3cccc(=O)n3C[C@H]1[C@H](CO)[C@H]2C(=O)N[C@@H](C)c1ccccc1 | · | -3 | 38 | -1.6
19 | CNC[C@H]1Oc2ccc(NS(=O)(=O)c3ccc(C)cc3)cc2CC(=O)N([C@H](C)CO)C[C@H]1C | 4 | 0 | 2 | -0.1
20 | CCCNC(=O)N1CC2(CCN(CC3CCOCC3)CC2)c2c(n(C)c3cc(OC)ccc23)[C@@H]1CO | · | -7 | -12 | 0.9
21 | COc1ccc(CN(C)C[C@H]2Oc3ccc(NS(=O)(=O)c4c(C)noc4C)cc3CC(=O)N([C@@H](C)CO)C[C@@H]2C)cc1 | 75 | 5 | 10 | 2.3
22 | CC(C)C#Cc1ccc([C@@H]2[C@H](CO)N3CCCCN(S(=O)(=O)Cc4ccccc4)C[C@@H]23)cc1 | 102* | 1 | -63 | -1.3
23 | C[C@@H]1CN([C@@H](C)CO)C(=O)c2cc(C#Cc3cccnc3)cnc2O[C@@H]1CN(C)Cc1ccccc1 | 28 | · | -35 | -0.3
24 | C[C@@H](NC(=O)[C@@H]1[C@@H](CO)[C@@H]2Cn3c(ccc(-c4cccnc4)c3=O)[C@@H]2N1C)c1ccccc1 | 55 | 4 | 11 | 6.2
25 | CO[C@H]1CN(C)C(=O)c2ccc(NC(C)=O)cc2OC[C@H](C)N(Cc2ccccc2F)C[C@@H]1C | · | 1 | 21 | 1.0
26 | C[C@H](CO)N1C[C@H](C)[C@H](CN(C)S(=O)(=O)c2cn(C)cn2)Oc2ccc(NS(=O)(=O)c3ccc(Cl)cc3)cc2CC1=O | -9 | 4 | -26 | -1.1
27 | COc1ccc(NC(=O)N(C)C[C@@H]2OCCCC[C@@H](C)Oc3ccc(NC(=O)CCC(F)(F)F)cc3C(=O)N([C@H](C)CO)C[C@@H]2C)cc1 | 32 | -1 | 2 | 1.2
28 | O=C(C1CC1)N1[C@H](CO)[C@@H]2c3ccccc3N(S(=O)(=O)c3ccc(F)cc3)C[C@@H]21 | -22 | 3 | -9 | 0.4
29 | COc1cccc(C#Cc2ccc([C@H]3[C@H](C#N)N(C(=O)C4CCC4)[C@H]3CO)cc2)c1 | 97* | 0 | -25 | -1.6
30 | Cc1noc(C)c1S(=O)(=O)Nc1ccc2c(c1)C(=O)N([C@@H](C)CO)C[C@@H](C)[C@H](CN(C)S(=O)(=O)c1ccccc1)OCCCC[C@H](C)O2 | -21 | -11 | -53 | -0.7
31 | CN(C)c1ccc2c(c1)[C@H]1C[C@@H](CC(=O)NCc3ccc4c(c3)OCO4)O[C@@H](CO)[C@H]1O2 | 24 | · | -32 | 6.2
32 | C[C@H](CO)N1C[C@H](C)[C@H](CN(C)C(=O)Nc2cccc3ccccc23)Oc2ncc(-c3cccc(C(F)(F)F)c3)cc2C1=O | 107* | · | -75 | 1.2
33 | C[C@H]1CCCCO[C@H](CN(C)S(=O)(=O)c2ccc(Cl)cc2)[C@@H](C)CN([C@@H](C)CO)C(=O)c2cc(NS(=O)(=O)c3ccc(Cl)cc3)ccc2O1 | 78 | 8 | -67 | -0.3
34 | C[C@@H]1CN([C@@H](C)CO)C(=O)c2cc(-c3ccc(C#N)cc3)cnc2O[C@@H]1CN(C)CC1CCOCC1 | 53 | -2 | 9 | -2.0
35 | O=C(Nc1ccccc1F)N[C@H]1C=C[C@@H](CC(=O)N2CCCCC2)O[C@H]1CO | -28 | 3 | 10 | 6.3
36 | CC(=O)NC[C@@H]1[C@@H](c2ccc(-c3cccnc3)cc2)[C@@H](CO)N1C(=O)C1CC1 | 82 | -6 | 7 | -0.7
37 | C[C@H]1CCCCO[C@H](CN(C)C(=O)CCCN(C)C)[C@@H](C)CN([C@@H](C)CO)C(=O)c2cc(NC(=O)C3CCCCC3)ccc2O1 | 7 | 0 | 13 | 0.3
38 | COc1cccc(C(=O)N2C[C@H]3[C@@H](c4ccccc42)[C@@H](CO)N3C(=O)c2ccc(F)cc2)c1 | 0 | 6 | -11 | 3.4
39 | CO[C@@H]1CN(C)C(=O)c2cc(NC(=O)c3cnccn3)ccc2OC[C@H](C)N(C)C[C@@H]1C | 23 | · | -5 | 1.4
40 | C[C@@H]1CN([C@@H](C)CO)C(=O)c2cc(C#CC3CCCCC3)cnc2O[C@@H]1CN(C)Cc1ccncc1 | 12 | · | -34 | 2.7
41 | Cc1cc(C(=O)Nc2cccc3c2O[C@@H](CN(C)C(=O)Nc2cccc4ccccc24)[C@@H](C)CN([C@@H](C)CO)C3=O)n(C)n1 | 44 | 2 | -24 | 0.0
42 | C[C@@H]1CCCCO[C@@H](CN(C)C(=O)Cc2ccccc2)[C@@H](C)CN([C@H](C)CO)C(=O)c2cc(NC(=O)CCCN(C)C)ccc2O1 | 21 | -1 | · | 0.5
43 | C[C@@H]1CN([C@H](C)CO)C(=O)c2cccc(NC(=O)Nc3ccc(C(F)(F)F)cc3)c2O[C@@H]1CN(C)Cc1ccncc1 | · | 23 | -7 | 0.1
44 | COc1cccc(CN2CC3(CN(C)C3)c3c([nH]c4cc(OC)ccc34)[C@H]2CO)c1 | · | 13 | -63 | -1.6
45 | CO[C@H]1CN(C)C(=O)c2ccc(NC(=O)C3CCCC3)cc2OC[C@H](C)N(C)C[C@H]1C | -8 | · | · | 0.7
46 | C[C@H]1CN([C@@H](C)CO)C(=O)c2cc(NC(=O)CCCN(C)C)ccc2O[C@@H]1CN(C)C(=O)Nc1ccc2c(c1)OCO2 | 20 | -1 | 8 | -1.4
47 | COc1ccc(NC(=O)N[C@H]2CC[C@@H](CCn3cc(-c4ccc(OC)cc4)nn3)O[C@H]2CO)cc1 | · | 1 | -16 | -1.8
48 | COCC#Cc1ccc([C@@H]2[C@H](CO)N3CCCCN(C(=O)NC4CCCC4)C[C@@H]23)cc1 | 23 | 10 | -11 | -0.5
49 | C[C@@H]1CCCCO[C@@H](CN(C)C(=O)C2CCCCC2)[C@@H](C)CN([C@H](C)CO)C(=O)c2cc(NS(=O)(=O)c3ccccc3)ccc2O1 | 14 | -8 | -60 | 6.9
50 | Cn1cnc(CCNC(=O)[C@@H]2[C@@H](CO)[C@@H]3Cn4c(cccc4=O)[C@@H]3N2C(=O)Nc2ccccc2)c1 | 22 | -1 | · | -1.9
51 | C[C@H]1CN([C@@H](C)CO)C(=O)c2cccc(NC(=O)C3CCOCC3)c2O[C@@H]1CN(C)S(=O)(=O)c1cn(C)cn1 | -89 | -5 | 20 | 1.0
52 | Cc1noc(C)c1NC(=O)N(C)C[C@@H]1Oc2c(NC(=O)c3ccc(-c4nccs4)cc3)cccc2C(=O)N([C@@H](C)CO)C[C@@H]1C | 90 | · | -32 | -1.2
53 | CC(C)C#Cc1ccc2c(c1)O[C@@H](CN(C)C(=O)c1ccccn1)[C@H](C)CN([C@@H](C)CO)S2(=O)=O | 20 | -1 | -41 | -0.5
54 | COc1ccc(S(=O)(=O)Nc2ccc3c(c2)C(=O)N([C@@H](C)CO)C[C@H](C)[C@H](CN(C)S(=O)(=O)c2ccc(C)cc2)OCCCC[C@@H](C)O3)cc1 | · | · | -66 | 0.8
55 | COC(=O)[C@@H]1[C@@H](CO)[C@@H]2Cn3c(ccc(-c4ccccc4)c3=O)[C@@H]2N1CCc1ccccc1 | 30 | 6 | -6 | 10.0
56 | C[C@H](CO)N1C[C@H](C)[C@@H](CN(C)S(=O)(=O)c2ccccc2)Oc2ccc(NC(=O)Nc3cccc4ccccc34)cc2C1=O | 41 | -6 | -3 | -2.1
57 | O=C(Cc1ccncc1)N1CC(=O)N2[C@H](CO)[C@H](c3ccc(-c4cccc(F)c4)cc3)[C@@H]2C1 | · | 4 | 0 | 0.5
58 | C[C@H]1CN([C@@H](C)CO)C(=O)c2c(c3ccccc3n2C)-c2ccccc2CO[C@@H]1CN(C)Cc1ccc2c(c1)OCO2 | · | 8 | -54 | -1.4
59 | CCC(=O)N[C@@H]1CC[C@H](CC(=O)NCc2ccccc2F)O[C@@H]1CO | -2 | · | -2 | 0.5
60 | C[C@H]1CN([C@@H](C)CO)C(=O)c2cccc(NS(=O)(=O)c3ccc(F)cc3)c2O[C@H]1CN(C)Cc1ccc(C(=O)O)cc1 | 83 | · | 15 | 3.4

2 entries from above, set out differently.
(41) Cc1cc(C(=O)Nc2cccc3c2O[C@@H](CN(C)C(=O)Nc2cccc4ccccc24)[C@@H](C)CN([C@@H](C)CO)C3=O)n(C)n1
- Tcruzi prolif: 44
- C diff HTS: 2
- Pf Dd2 inh: -24
- KDM4C inh: 0.0
(42) C[C@@H]1CCCCO[C@@H](CN(C)C(=O)Cc2ccccc2)[C@@H](C)CN([C@H](C)CO)C(=O)c2cc(NC(=O)CCCN(C)C)ccc2O1
- Tcruzi prolif: 21
- C diff HTS: -1
- Pf Dd2 inh: ·
- KDM4C inh: 0.5

The list goes on.
entry | Structure | Tcruzi prolif | C diff HTS | Pf Dd2 inh | KDM4C inh
61 | CN(C)CCCNC(=O)C[C@H]1C=C[C@@H](NC(=O)Cc2cccnc2)[C@@H](CO)O1 | 8 | · | 1 | 1.0
62 | COc1ccc(CN(C)C[C@H]2Oc3c(NC(=O)CCCCCC(=O)Nc4ccccc4N)cccc3C(=O)N([C@@H](C)CO)C[C@@H]2C)cc1 | · | -13 | -94* | 8.5
63 | C[C@@H]1CCCCO[C@@H](CN(C)C)[C@@H](C)CN([C@H](C)CO)C(=O)c2cc(NC(=O)NC3CCCCC3)ccc2O1 | 88 | -1 | -12 | -0.1
64 | Cc1ccc(S(=O)(=O)N[C@@H]2CC[C@@H](CCn3cc(C4CCCC4)nn3)O[C@@H]2CO)cc1 | · | -5 | -7 | 0.8
